Screening results (PubChem)
E coli growth: counter-screen for AddAB inhibitors: E. coli growth inhibition; inhibition, % at 11.9 µM; E. coli V3065 growth, OD600 absorbance, 18 h; actives 0.27% (n = 330,000);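 active = inhibition above the campaign's mean inhibition across all tested compounds plus 3 SD, cut at about 9.9% in these data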;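 also: uninfected addAB+ strain grown without phage in ampicillin broth; 0% = DMSO wells and 100% = ciprofloxacin 0.95 µg/ml wells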
DSG3 Ab inh: human desmoglein-3 autoantibody binding inhibition | AID 588358 | binding (percent of control), % at 10 µM | P32926 | DSG3-coupled beads, scFv-anti-DSG3-GFP binding, flow cytometry; active compounds read low | actives 0.48% (n = 310,000);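 active = binding more than 3 SD below its plate's average and above zero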;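 also: hits lower antibody fragment binding to DSG3; some compounds called inactive have numbers as strong as hits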
PKA-R1A activ: activates the PKA-R1A holoenzyme complex; PKA-R1A dissociation, Cy5-IP20 fluorescence polarization; scaled: DMSO 0%, 113 µM cGMP 100%; actives 0.083% (n = 340,000); activation, % at 11.4 µM;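 active = percent activation above the mean of all tested compounds plus 3 SD, cut at about 19% in these data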;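 also: higher means more PKAc released from R1A so a rise in polarization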
HTR5A inv ag: HTR5A inverse agonism, opioid heterodimer counter-screen. P47898. HTR5A cell line, luminescence. inhibition, % at 9.3 µM. actives 0.083% (n = 340,000). AID 504634; in the data active = inhibition mostly above about 23%, no sharp cut-off; inactive = mostly below about 18%;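 also: 0% = cells with DMSO and 100% = no-cell wells with DMSO; some compounds called inactive have numbers as strong as hits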
Target sequence (P47898 whole entry, looked up): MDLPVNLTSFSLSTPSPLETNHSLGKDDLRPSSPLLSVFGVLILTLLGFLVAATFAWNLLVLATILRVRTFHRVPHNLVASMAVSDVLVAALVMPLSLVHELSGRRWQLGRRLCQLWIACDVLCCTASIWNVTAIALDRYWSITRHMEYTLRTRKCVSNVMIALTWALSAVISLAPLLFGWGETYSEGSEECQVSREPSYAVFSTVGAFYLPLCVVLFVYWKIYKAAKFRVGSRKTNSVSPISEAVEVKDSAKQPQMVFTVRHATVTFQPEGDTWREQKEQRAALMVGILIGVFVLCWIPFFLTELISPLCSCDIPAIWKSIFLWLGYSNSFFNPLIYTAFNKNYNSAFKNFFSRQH
OPRM1-OPRD1 inv: inverse agonist of human OPRM1-OPRD1 heterodimerization | cell-based MOR-DOR heterodimer luminescence, inverse agonism | inhibition, % at 9.3 µM | actives 0.21% (n = 340,000); in the data active = inhibition above about 22%, passing the limit was not always enough;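 also: 0% = cells with DMSO and 100% = wells without cells with DMSO; values of inactives mirror those of a sister screen read the other way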
OPRM1-OPRD1 ag: OPRM1-OPRD1 heterodimerization agonism. P35372+P41143. actives 0.3% (n = 340,000). cells, luminescence. AID 504326. activation, % at 9.3 µM; in the data active = activation above about 18%;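 also: 0% = vehicle-treated cells and 100% = reference agonist; values of inactives mirror those of a sister screen read the other way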
AddAB inh: less growth of phage-infected E. coli with AddAB. E. coli expressing H. pylori AddAB, absorbance growth. inhibition, % at 11.9 µM. actives 0.29% (n = 330,000). AID 435030; in the data active = inhibition above about 12%;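 also: 0% = vehicle wells of infected cells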
HTR5A ag ctr: activates human HTR5A in OPRM1-OPRD1 agonist counter-screen; actives 0.61% (n = 340,000); AID 504692; P47898; activation, % at 9.3 µM; HTR5A agonist assay, luminescence, cell-based; in the data active = activation mostly above about 9.5%, no sharp cut-off; inactive = mostly below about 7.6%;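 also: 0% = cells with vehicle only and 100% = reference agonist; strong numbers were not always called active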
phage Ecoli inh: E. coli growth loss with phage present; AID 651602; growth absorbance; inhibition, % at 11.9 µM; actives 0.26% (n = 360,000); in the data active = inhibition above about 11%
Mot1-301 SUMO: SUMOylation pathway inhibition by Mot1-301 growth rescue; S. cerevisiae Mot1-301 growth rescue, ATP luminescence, 38.5C; percent above DMSO median, 100 means doubled; growth rescue, % at 18.8 µM; actives 1% (n = 320,000);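 active = every valid replicate shows activation above 250% relative to neutral control wells; inactive = the rest, any valid replicate at or below 250%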;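 also: OY570 slx delta 5 strain wells were the positive control but not used for scaling; some compounds called inactive have numbers as strong as hits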
PfHsp90 yeast 2: growth inhibition of yeast expressing Plasmodium Hsp90. S. cerevisiae expressing PfHsp90, BacTiter-Glo ATP, 48 h; yeast lacking PDR1 and PDR3 efflux regulators. inhibition, % at 9.4 µM. actives 0.32% (n = 310,000);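 active = every replicate shows inhibition above about 80%, whatever the replicate mean, limit read from the data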;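 also: 0% = DMSO neutral controls and 100% = 20 µM radicicol positive controls; yeast relying on Plasmodium falciparum Hsp90 in place of its own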
Starred values were filed as active, the others as inactive; · = not tested or not shown.

The opening two records as a preview:
SMILES	E coli growth	DSG3 Ab inh	PKA-R1A activ	HTR5A inv ag	OPRM1-OPRD1 inv	OPRM1-OPRD1 ag	AddAB inh	HTR5A ag ctr	phage Ecoli inh	Mot1-301 SUMO	PfHsp90 yeast 2
Cc1cccc(N(CC(=O)NCc2ccco2)C(=O)CCC(=O)Nc2ccccn2)c1	·	105	-3	-12	12	-2.5	·	5	2.1	·	-7
CCOc1ccc(OCC(=O)Nc2ccc(S(=O)(=O)Nc3cc(C)nc(C)n3)cc2)cc1	1.0	103	-9	11	7	-1.3	-1.9	-4	1.3	5	-5

This part in full, from the start:
SMILES	E coli growth	DSG3 Ab inh	PKA-R1A activ	HTR5A inv ag	OPRM1-OPRD1 inv	OPRM1-OPRD1 ag	AddAB inh	HTR5A ag ctr	phage Ecoli inh	Mot1-301 SUMO	PfHsp90 yeast 2
Cc1cccc(N(CC(=O)NCc2ccco2)C(=O)CCC(=O)Nc2ccccn2)c1	·	105	-3	-12	12	-2.5	·	5	2.1	·	-7
CCOc1ccc(OCC(=O)Nc2ccc(S(=O)(=O)Nc3cc(C)nc(C)n3)cc2)cc1	1.0	103	-9	11	7	-1.3	-1.9	-4	1.3	5	-5
COc1cc2nc(NCCCN3CCN(C)CC3)n3nc(-c4ccccc4)nc3c2cc1OC	-1.6	·	-1	-19	8	-1.2	-4.5	2	-1.6	70	6
Cc1ccc2cc(CCNC(=O)C(=O)c3c[nH]c4ccccc34)c(=O)[nH]c2c1	-0.9	84	-15	-16	3	-0.5	2.0	1	2.3	-2	-1
NN=C(NN=Cc1ccccc1)c1ccccc1	·	92	2	-34	-8	1.6	·	9	3.4	·	35
Cc1ccc(OCC(=O)N2CCCc3ccccc32)cc1	0.8	105	6	-5	2	-0.4	3.5	-3	1.1	-9	11
Cc1ccccc1NC(=O)COC(=O)[C@@H]1CCCN1C(=O)c1cccs1	0.2	127	-6	-11	9	-1.7	0.3	3	1.5	-2	4
Cc1noc(C(=O)N2CCN(c3ccccc3)CC2)c1Cl	-0.1	104	2	-1	7	-1.1	-2.5	0	-0.5	2	20
Cc1ccc(C)c(OCCOCCN2CC(C)OC(C)C2)c1C (stereo not given)	-2.0	105	-7	-16	-10	1.8	-0.7	3	-1.1	115	-3
S=c1[nH]nc(-c2ccccn2)n1/N=C/c1ccc(Cl)cc1	-2.1	·	0	5	12	-2.4	-2.8	-2	-3.5	21	-9
C/C(CCC(C)C)=N\NC(=S)Nc1cc(S(=O)(=O)N2CCOCC2)ccc1N1CCOCC1	1.9	·	-4	9	13	-2.9	6.0	-2	3.2	-3	-27
O=C(NCCCO)c1ccc2nc(-c3ccco3)c(-c3ccco3)nc2c1	·	36*	6	-17	-44	8.6	·	6	1.0	·	11
COc1ccccc1CCNC(=O)C(=O)NCC1OCCCN1S(=O)(=O)c1ccc(F)cc1C (stereo not given)	0.2	·	5	-4	-4	0.7	-1.7	1	1.0	-1	·
Cn1c(N)c(Sc2ccc(F)cc2)c(=O)n(C)c1=O	1.1	99	-10	-6	16	-3.1	1.2	3	2.4	88	-14
COc1ccc(S(=O)(=O)/N=C2\C=C(NS(=O)(=O)c3ccccc3)C(=O)c3ccccc32)cc1	0.1	106	-14	28	-4	0.8	2.5	-12	2.0	-35	-10
Cc1sc(=NC(=O)c2ccco2)n(C)c1-c1ccc(Cl)cc1	3.2	108	-7	-12	-1	0.1	2.7	0	0.4	2	-3
CC(C)CC(c1nnnn1CC1CCCO1)N1CCN(C2CCCC2)CC1 (stereo not given)	·	96	0	-24	14	-3.4	·	10	1.8	·	11
Cc1nn(-c2ccccc2)c(Cl)c1C(=O)NC1CCCCC1	2.2	104	3	-2	8	-1.4	4.8	1	5.2	-17	14
CCCCOc1ccc(C(=O)N/C(=C/c2cccc([N+](=O)[O-])c2)C(=O)O)cc1	-1.0	102	-12	-3	-4	0.7	3.4	1	3.9	-2	1
O=S(=O)(NCc1ccccn1)C(F)(F)F	2.7	100	5	-8	3	-0.6	3.1	-9	2.5	18	-5
COc1ccc(S(=O)(=O)n2nc(OC(=O)C3CCCCC3)cc2N)cc1	1.9	95	-4	-6	-21	3.6	1.8	3	-0.2	23	-1
Cc1cc(Cl)ccc1OCC(=O)Nc1ccncc1	-0.6	100	0	2	-7	1.4	2.9	4	0.6	-11	-5
Cc1cc(C)n2nc(CNS(=O)(=O)c3ccc(CC(C)C)cc3)nc2n1	-1.8	158	3	5	4	-0.6	0.9	-3	1.4	-6	-8
CCCCn1c(Oc2ccc(C(=O)OC)cc2)nc2c1c(=O)n(C)c(=O)n2C	1.2	95	-8	-6	3	-0.5	2.3	2	2.8	8	-52
CC1CN(CC(=O)NN=C(c2ccccc2)c2ccccc2)CC(C)O1 (stereo not given)	0.9	98	-7	6	17	-3.6	-0.9	-2	2.9	33	9
Cc1ccccc1C(=O)c1c[nH]c(C(=O)N=CN(C)C)c1	0.2	98	9	3	14	-2.9	1.7	-1	5.1	-5	-26
CC(C)Oc1ccc(C(=O)OCC(=O)NCCNC(=O)COC(=O)c2ccc(OC(C)C)cc2)cc1	-2.3	·	4	3	-11	2.0	-2.1	-1	-1.5	-16	-11
CCCc1nnc(NC(=O)c2nc(S(=O)(=O)Cc3cccc(C)c3)ncc2Cl)s1	1.4	125	-4	1	-1	0.2	0.9	0	1.0	1	4
O=C(NCC1COc2ccccc2O1)C1CCN(S(=O)(=O)c2cccc3nsnc23)CC1 (stereo not given)	1.3	101	0	22	13	-2.3	-0.2	2	3.3	·	7
O=C(c1ccccc1)C1CCN(C(=O)c2ccco2)CC1	0.8	105	-3	-20	16	-3.1	-0.1	0	3.3	132	-2

12 of these compounds in a different format.
Screens in order – E coli growth, DSG3 Ab inh, PKA-R1A activ, HTR5A inv ag, OPRM1-OPRD1 inv, OPRM1-OPRD1 ag, AddAB inh, HTR5A ag ctr, phage Ecoli inh, Mot1-301 SUMO, PfHsp90 yeast 2
CCCCOc1ccc(C(=O)N/C(=C/c2cccc([N+](=O)[O-])c2)C(=O)O)cc1
    -1.0, 102, -12, -3, -4, 0.7, 3.4, 1, 3.9, -2, 1
O=S(=O)(NCc1ccccn1)C(F)(F)F
    2.7, 100, 5, -8, 3, -0.6, 3.1, -9, 2.5, 18, -5
COc1ccc(S(=O)(=O)n2nc(OC(=O)C3CCCCC3)cc2N)cc1
    1.9, 95, -4, -6, -21, 3.6, 1.8, 3, -0.2, 23, -1
Cc1cc(Cl)ccc1OCC(=O)Nc1ccncc1
    -0.6, 100, 0, 2, -7, 1.4, 2.9, 4, 0.6, -11, -5
Cc1cc(C)n2nc(CNS(=O)(=O)c3ccc(CC(C)C)cc3)nc2n1
    -1.8, 158, 3, 5, 4, -0.6, 0.9, -3, 1.4, -6, -8
CCCCn1c(Oc2ccc(C(=O)OC)cc2)nc2c1c(=O)n(C)c(=O)n2C
    1.2, 95, -8, -6, 3, -0.5, 2.3, 2, 2.8, 8, -52
CC1CN(CC(=O)NN=C(c2ccccc2)c2ccccc2)CC(C)O1 (stereo not given)
    0.9, 98, -7, 6, 17, -3.6, -0.9, -2, 2.9, 33, 9
Cc1ccccc1C(=O)c1c[nH]c(C(=O)N=CN(C)C)c1
    0.2, 98, 9, 3, 14, -2.9, 1.7, -1, 5.1, -5, -26
CC(C)Oc1ccc(C(=O)OCC(=O)NCCNC(=O)COC(=O)c2ccc(OC(C)C)cc2)cc1
    -2.3, ·, 4, 3, -11, 2.0, -2.1, -1, -1.5, -16, -11
CCCc1nnc(NC(=O)c2nc(S(=O)(=O)Cc3cccc(C)c3)ncc2Cl)s1
    1.4, 125, -4, 1, -1, 0.2, 0.9, 0, 1.0, 1, 4
O=C(NCC1COc2ccccc2O1)C1CCN(S(=O)(=O)c2cccc3nsnc23)CC1 (stereo not given)
    1.3, 101, 0, 22, 13, -2.3, -0.2, 2, 3.3, ·, 7
O=C(c1ccccc1)C1CCN(C(=O)c2ccco2)CC1
    0.8, 105, -3, -20, 16, -3.1, -0.1, 0, 3.3, 132, -2

The results go on.
SMILES	E coli growth	DSG3 Ab inh	PKA-R1A activ	HTR5A inv ag	OPRM1-OPRD1 inv	OPRM1-OPRD1 ag	AddAB inh	HTR5A ag ctr	phage Ecoli inh	Mot1-301 SUMO	PfHsp90 yeast 2
COc1ccc(C(=O)NCCn2cc(SCC(=O)NCC3CCCO3)c3ccccc32)cc1 (stereo not given)	0.7	106	-10	3	0	-0.1	6.6	-1	1.3	-9	13
CCN(CC)S(=O)(=O)c1ccc2c(c1)c(=O)c(C(=O)NCCN(C)CCc1ccccc1)cn2C	-1.1	98	-6	1	19	-3.7	-0.2	1	0.2	3	-20
COc1ccc(C(=O)N2CCOCC2)cc1Br	0.4	·	-13	1	9	-1.5	5.8	0	2.2	32	-1
CC(C)CNC(=O)C(=O)N/N=C/c1cccs1	2.2	108	-5	-12	-13	2.3	1.8	4	2.4	10	4
COc1ccc(NS(=O)(=O)c2cc(C(=O)N3CCN(C/C=C/c4ccccc4)CC3)ccc2C)cc1	-0.6	113	-10	6	-4	0.7	2.4	-2	1.7	39	-10
CO/N=C/C(C#N)=C/c1ccc(OC)cc1	0.3	105	5	-7	2	-0.4	-0.5	3	3.9	243	9
CCCSc1nnc2n(-c3ccccc3OC)c(=O)c3c4c(sc3n12)CCC4	-1.4	105	-2	2	11	-2.0	2.9	-1	1.6	2	-3
O=C(Cn1c(S(=O)(=O)Cc2ccccc2)nc2ccccc21)N1CCCCC1	2.8	99	-7	·	·	·	0.6	·	1.2	3	-5
Cc1cc(C)n(CC(C)NC(=O)c2cc(COc3ccc(F)c(F)c3)on2)n1 (stereo not given)	·	·	-5	-4	7	-1.3	·	3	0.6	·	-9
CC(C)C(NCc1c(Cl)cccc1Cl)C(=O)O (stereo not given)	-1.7	95	9	-6	-1	0.2	-1.6	-1	-0.4	0	9
CCn1c(Cc2c(C)[nH]c3ccccc23)nnc1SCC(=O)NCc1ccccc1	0.1	·	-4	-5	-1	0.2	-0.5	-4	2.2	3	7
COc1ccccc1C(=O)Nc1nnc(S(=O)(=O)N2CCN(c3ccc(F)cc3)CC2)s1	0.4	107	-5	13	-14	2.7	-0.3	-1	3.5	203	12
CCN(CC)CCNC(=O)c1cc2c(-c3cccc(OC)c3)nn(C)c2s1	-2.0	99	-2	-8	1	-0.2	-1.4	2	2.4	-2	6
CCOC(=O)C1=C(C)N(C)C(C)=C(C(=O)OCC)C1c1ccccn1	0.1	94	1	-13	20	-3.7	4.1	2	0.7	-8	·
C[C@H](C(=O)CC(=O)OC(C)(C)C)[C@H](O)c1ccc(C(F)(F)F)cc1	-0.7	107	-6	-16	-5	0.9	3.5	7	·	0	-2
Fc1ccc(CN2CCC(Cc3ccccc3)CC2)cc1F	·	110	11	-7	-20	4.0	·	2	2.1	80	8
CNc1snc(C)c1C(=O)OCC(=O)c1cc(F)ccc1OC	-0.2	99	-8	2	8	-1.5	0.3	-1	-0.2	-5	-1
CN(Cc1ccccc1F)C(=O)c1ccc(Oc2ccccc2)cc1	-1.1	94	-13	-14	-40	6.9	-0.9	4	0.9	5	-10
